Assay outcomes from PubChem BioAssay.
FBA Mtb inh – Mtb fructose-bisphosphate aldolase inhibition. inhibition, % at 1 µM. hit rate 2.3% among 360,000. purified M. tuberculosis FBA, fluorescence read-out; in the data active = inhibition above about 27%;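 note: 0% = vehicle and 100% = reference inhibitor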
Target sequence (P9WQA3 whole entry, looked up): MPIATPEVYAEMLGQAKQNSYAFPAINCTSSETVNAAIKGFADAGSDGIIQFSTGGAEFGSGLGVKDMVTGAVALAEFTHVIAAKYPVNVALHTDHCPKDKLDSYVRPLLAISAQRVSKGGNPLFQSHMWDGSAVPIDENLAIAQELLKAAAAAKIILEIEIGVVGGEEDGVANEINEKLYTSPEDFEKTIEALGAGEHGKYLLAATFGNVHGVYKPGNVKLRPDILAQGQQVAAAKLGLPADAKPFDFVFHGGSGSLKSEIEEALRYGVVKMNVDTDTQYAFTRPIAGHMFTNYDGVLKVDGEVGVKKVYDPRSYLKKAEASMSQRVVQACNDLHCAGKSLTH
GDH-TPI inh – counter-screen for M. tuberculosis FBA inhibitors: GDH-TPI coupled enzymes | GDH-TPI coupled enzyme counterscreen, NADH absorbance | inhibition, % at 4.8 µM | hit rate 1.2% among 360,000; in the data active = inhibition above about 30%;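 note: 0% = DMSO wells and 100% = wells lacking the enzyme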
BH1578 lux ind – induces V. cholerae light production without autoinducers; V. cholerae BH1578 lux reporter, luminescence, 6 h; activation, % at 18.7 µM; hit rate 0.16% among 350,000; in the data active = activation mostly above about 9.7%, no sharp cut-off; note: not every result past the cut was called active; inactives centre near 0; reference of the scale not given here
SSB-PriA inh – K. pneumoniae PriA-SSBct interaction inhibition | AlphaScreen SSBct-PriA binding, biotinylated peptide | inhibition, % at 33 µM | hit rate 0.6% among 430,000; in the data active = inhibition mostly above about 37%, no sharp cut-off; inactive = mostly below about 20%;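 note: plate controls were negative control peptide for no effect and reference peptide for full effect; strong numbers were not always called active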
Mtb UGM inh – Mtb UDP-galactopyranose mutase inhibition | P9WIQ1 | purified UGM, fluorescence polarization probe displacement | inhibition, % at 10 µM | hit rate 0.06% among 320,000 | AID 504406; in the data active = inhibition above about 10%, passing the limit was not always enough
SARS 3CLpro inh – SARS-CoV 3CLpro protease inhibition; inhibition, % at 6 µM; recombinant SARS-CoV 3CLpro, quenched FRET peptide cleavage; hit rate 0.14% among 290,000; AID 1706; in the data active = inhibition above about 12%
Rv3671c protease – Rv3671c (M. tuberculosis) protease inhibition | inhibition, % at 5.96 µM | AID 2606 | P9WHR9 | hit rate 0.048% among 320,000; in the data active = inhibition above about 38%;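 note: extracellular domain of Rv3671c used as enzyme; 0% = enzyme with DMSO and 100% = no enzyme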
Target sequence (P9WHR9 whole entry, looked up, the tested form may be a part): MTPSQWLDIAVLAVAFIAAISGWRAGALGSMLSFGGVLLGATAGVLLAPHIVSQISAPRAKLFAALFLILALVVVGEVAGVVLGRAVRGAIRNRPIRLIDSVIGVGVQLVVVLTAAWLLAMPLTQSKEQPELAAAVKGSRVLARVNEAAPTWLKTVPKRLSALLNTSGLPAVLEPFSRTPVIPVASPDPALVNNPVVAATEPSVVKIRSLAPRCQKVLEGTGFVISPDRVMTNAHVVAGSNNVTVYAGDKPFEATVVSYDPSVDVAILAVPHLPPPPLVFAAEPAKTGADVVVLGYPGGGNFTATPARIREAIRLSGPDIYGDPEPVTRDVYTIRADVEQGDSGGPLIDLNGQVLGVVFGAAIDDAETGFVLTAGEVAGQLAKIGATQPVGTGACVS
VHR inh abs – blocks human VHR1 dual specificity phosphatase. P51452. recombinant VHR phosphatase, pNPP absorbance. inhibition, % at 13.3 µM. hit rate 0.52% among 290,000. AID 1654; in the data active = inhibition above about 50%; note: some compounds called inactive have numbers as strong as hits
Target sequence (P51452 whole entry, looked up): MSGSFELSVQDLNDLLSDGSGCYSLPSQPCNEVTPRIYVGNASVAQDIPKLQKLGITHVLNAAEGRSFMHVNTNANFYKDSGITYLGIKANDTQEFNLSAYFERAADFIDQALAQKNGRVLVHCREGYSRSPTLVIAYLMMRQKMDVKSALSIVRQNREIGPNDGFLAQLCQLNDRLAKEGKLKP
BioA inh – BioA (M. tuberculosis) enzyme inhibition; purified M. tuberculosis BioA enzyme, plate reader; inhibition, % at 9.99 µM; hit rate 0.096% among 360,000; in the data active = inhibition above about 40%
MazF activator – MazEF (E. coli) toxin RNase activation | P0AE70 | activation, % at 20 µM | FAM/BHQ RNA-DNA oligo cleavage fluorescence, 5 h | AID 504720 | hit rate 0.32% among 350,000; in the data active = activation above about 50%
Target sequence (P0AE70 whole entry, looked up): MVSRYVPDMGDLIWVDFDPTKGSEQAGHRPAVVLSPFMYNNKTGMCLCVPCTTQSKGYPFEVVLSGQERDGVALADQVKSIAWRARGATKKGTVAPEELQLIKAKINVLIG
Numbers without * were called inactive; i = inactive; . = no result given; & = joins results of further samples.

SMILES	FBA Mtb inh	GDH-TPI inh	BH1578 lux ind	SSB-PriA inh	Mtb UGM inh	SARS 3CLpro inh	Rv3671c protease	VHR inh abs	BioA inh	MazF activator
Cc1cc(NC(=O)CN2C(=O)NC(C)(CC(C)C)C2=O)no1 (centres undefined)	-0.3	-6.6	1.6	-13.9	2.3	.	0.9	.	-0.8	6.1
COc1ccc(OC)c2c(C)cc(N3CCN(C(=O)c4ccc(C)cc4)CC3)nc12	4.1	3.5	0.4	5.8	-0.2	1.3	-9.2	-2.8	.	6.3
O=[N+]([O-])C1C(c2ccccc2)C12c1ccccc1-c1ccccc12 (centres undefined)	-2.1	8.4	i	.	.	.	.	.	.	2.9
O=C(O)Cc1ccc(-n2cccc2)cc1	-0.3	-3.1	i	4.6	-0.7	4.0	4.5	3.6	-0.5	2.3
Cc1cc(C)c(NC(=O)CN(C)C(=O)C2CC(=O)N(c3cccc4ccccc34)C2)c(C)c1 (centres undefined)	-0.3	2.5	-0.2	-0.7	.	.	-1.8	.	8.2	0.3
O=C(O)COc1ccc(/C=C2/SC(=S)N(Cc3ccccc3)C2=O)cc1	-3.4	4.3	-0.4	39.8	-5.1	-0.9	-19.2	6.1	4.8	-0.3
C=CCN1C(=O)/C(=C2/Sc3ccc(OC)cc3N2C)SC1=Nc1ccc(OC)cc1	.	.	.	.	1.0	1.7	0.0	14.7	.	.
Cc1ncsc1C(=O)Nc1cccc(C(F)(F)F)c1	-1.3	-12.5	i	-8.7	-1.7	3.0	3.0	-4.7	.	2.1
C=CCN1C(=O)[C@H]2CCC=C[C@H]2[C@@H]1c1cccc(C)c1	2.0	7.3	0.0	-2.8	.	.	.	.	1.2	4.1
CC1=N/C(=C/c2ccco2)C(=O)O1	1.3	13.4	i	-9.4	.	4.0	.	24.2	.	-1.8
Cn1c(=O)c2c(SCC(=O)NCc3ccco3)nc(-c3ccccc3Cl)nc2n(C)c1=O	-1.3	2.8	i	-10.2	0.7	2.8	-22.4	19.2	-1.0	-0.4
Oc1ccccc1C=NNC(=S)NC1CC2C=CC1C2 (centres undefined)	6.5	28.9	i	-6.7	.	.	.	.	0.6	1.9
O=C(O)c1cccc(NC(=S)NC(=O)C(c2ccccc2)c2ccccc2)c1	0.4	15.7	-1.4	-4.7	-0.4	13.8*	-2.4	-9.4	0.0	-20.0
O=C(c1c[nH]c2ccccc12)C(Cl)c1ccccc1 (centres undefined)	6.8	0.4	0.0	-14.0	3.2	3.0	-5.7	.	-3.3	6.6
COc1ccc(-c2nn(-c3ccccc3)cc2C(=O)N2c3ccc(C)cc3C3CN(C)CCC32)cc1 (centres undefined)	3.4	-6.0	-0.2	14.1	-1.6	5.2	2.5	18.4	.	0.9
COc1ccc(-c2nnc(SCc3ccc(C(=O)O)cc3)n2C)cc1OC	-4.8	1.5	i	-15.8	-1.5	2.0	-5.2	8.8	-2.2	-0.7
Cn1c(=O)c2c(SCC(=O)N3CCCC3)nc(-c3ccccc3)nc2n(C)c1=O	-1.2	-1.7	i	-6.7	1.5	-0.7	1.1	0.3	1.4	-1.8
O=C(C1CC(c2ccc(Cl)c(Cl)c2)=NO1)N1CCC2(CC1)OCCO2 (centres undefined)	-1.2	-12.7	1.6	-3.0	-1.5	-0.9	-1.0	2.9	3.4	-2.7
COc1ccc(O)c(-c2cc(-c3ccccc3[N+](=O)[O-])[nH]n2)c1	1.0	7.9	i	8.1	-0.7	-0.4	-0.9	-7.9	.	11.3
CCn1c(SCC(=O)NCc2ccco2)nnc1-c1cccs1	3.1	-8.9	-2.7	-8.9	-3.5	-7.2	-1.4	-12.0	.	-1.6
CC(C)C[C@@H](CNCC(=O)[C@H](C)NC(=O)c1[nH]cnc1C(=O)N[C@@H](C)CN)NC(=O)c1nc[nH]c1C(=O)N[C@@H](CO)C(=O)O	-2.1	-4.2	i	1.1	.	.	.	.	-1.1	8.8
CSc1nc2sccc2c(=O)[nH]1	3.0	3.7	-0.5	-3.8	0.1	0.6	-3.8	11.1	.	-2.0
CC(=O)Oc1ccc(C(C)=O)c2c1OCCO2	5.0	8.2	-0.4	5.9	0.3	-3.2	2.0	24.0	-0.6	-0.4
Cc1ccc(C)c(NC(=O)CSc2cccc3cccnc23)c1	20.0	9.4	0.0	-4.1	-2.6	2.8	2.2	27.2	3.7	4.4
COc1ccc(SCc2noc(C(=O)NC(C)C)c2C(=O)O)cc1	-1.0	-10.3	-0.2	-15.8	-2.0	7.1	1.9	8.2	0.8	5.4
COc1ccc(NC(=O)CC23CC4CC(CC(C4)C2)C3)cn1	-3.7	-5.0	-0.6	-6.5	0.2	-1.4	2.1	3.9	0.4	6.3
COc1cc(NC(=O)COC(=O)CCc2cc(OC)c(OC)c(OC)c2)cc(OC)c1	2.2	11.0	2.0	-7.8	2.9	-0.4	-2.6	-27.6	.	-3.1
COC(=O)c1cc(C(=O)NCCCN2CCOCC2)cc([N+](=O)[O-])c1	0.0	3.1	2.7	0.2	0.2	4.5	-1.9	12.9	.	1.8
CCOc1cc2[nH]c(=O)n(Cc3ccc(C(=O)NCCOC)cc3)c(=O)c2cc1OCC	9.3	15.6	-0.2	104.2*	.	4.5	-2.2	-14.0	-0.7	-13.3
Cc1cc(C)c2c(N=NN(C)C)[nH]nc2n1	-1.5	15.9	-0.5	6.3	-1.1	-4.8	11.6	10.2	-0.6	-0.6
COc1cc(OC)cc(-c2nc(-c3cc4cc(C)ccc4nc3OC)no2)c1	0.0	-2.9	-0.2	-16.3	.	-8.3	.	4.4	2.1	-5.4
CCO[C@H]1OC(C(=O)N2CCN(Cc3ccc4c(c3)OCO4)CC2)=C[C@@H](C2CCCCC2)[C@@H]1CCCO	-1.8	7.9	10.0	3.7	0.6	1.7	-1.9	21.1	2.8&0.7	-0.2
O=C1N[C@@H](Cc2cn(S(=O)(=O)c3ccc([N+](=O)[O-])cc3)c3ccccc23)C(=O)N[C@H]1Cc1ccccc1	0.9	7.6	i	-9.0	-0.7	.	0.5	.	2.5	1.0
Cc1cc(C)n2nc(SCC(=O)Nc3ccc(S(=O)(=O)N(C)C)cc3)nc2n1	0.3	1.9	0.0	-0.8	0.5	.	3.5	.	-2.2	1.4
Cc1ccc(S(=O)(=O)NCC(=O)OCN2C(=O)c3ccccc3C2=O)cc1	.	.	.	-7.7	2.8	-3.9	4.2	7.9	.	3.3
Cc1cc(Cl)ccc1OCC(=O)NNC(=O)CCOc1ccccc1	-1.5	1.1	-5.7	-0.2	-1.9	.	-3.0	.	-1.5	-3.3

Grouped by structure: those above containing a thiophene ring, fused or not
SMILES	FBA Mtb inh	GDH-TPI inh	BH1578 lux ind	SSB-PriA inh	Mtb UGM inh	SARS 3CLpro inh	Rv3671c protease	VHR inh abs	BioA inh	MazF activator
CCn1c(SCC(=O)NCc2ccco2)nnc1-c1cccs1	3.1	-8.9	-2.7	-8.9	-3.5	-7.2	-1.4	-12.0	.	-1.6
CSc1nc2sccc2c(=O)[nH]1	3.0	3.7	-0.5	-3.8	0.1	0.6	-3.8	11.1	.	-2.0

(continued)
SMILES	FBA Mtb inh	GDH-TPI inh	BH1578 lux ind	SSB-PriA inh	Mtb UGM inh	SARS 3CLpro inh	Rv3671c protease	VHR inh abs	BioA inh	MazF activator
COc1ccccc1/C=N/NC(=O)c1ccc(CN2C(=O)c3cccc4cccc2c34)cc1	6.1	14.0	-0.2	i	1.6	-1.7	-79.5	-19.0	-5.0	-22.1
COc1ccc(/C=C(\NC(=O)c2cccs2)C(=O)NCc2ccco2)cc1OC	-1.4	28.8	i	-6.8	-0.2	1.8	6.3	-2.5	6.9	7.6
NS(=O)(=O)c1ccc(CCNCc2ccccc2OCc2ccc(Cl)cc2)cc1	0.9	4.1	-0.3	9.5	1.7	-2.1	5.0	-0.5	0.2	19.9
C=CCNC(=O)c1ccc(-c2nc(-c3ccc(Cl)cc3Cl)cs2)cc1	2.2	4.8	.	-7.4	1.2	1.9	-5.2	21.6	-1.8	-5.6
N#C/C(=C(/O)CSc1ncn[nH]1)c1nc2ccccc2[nH]1	9.8	17.8	i	0.9	0.7	-4.0	-5.5	1.4	.	-8.2
CCCS(=O)(=O)c1nc(S(=O)(=O)c2ccc(C)cc2)c(N2CCN(C)CC2)s1	1.0	19.9	-0.3	-4.0	-2.6	-1.0	3.2	-25.6	-0.7	8.4
CC(=O)Oc1cccc(N2C(=O)C3C4C=CC(C4=C(C)C)C3C2=O)c1 (centres undefined)	-4.9	8.9	.	-6.6	-0.9	-1.6	0.3	0.0	0.8	7.3
Nc1c(C(=O)OC2CCCCC2)c2nc3ccccc3nc2n1CC1CCCO1 (centres undefined)	149.2*	18.4	-0.2	-64.1	1.6	0.8	-12.3	3.8	-8.3	-0.3
CCN(CC)S(=O)(=O)c1ccc(Oc2cccc(C(C)=O)c2)nc1	2.2	-3.8	-6.9	-15.6	2.5	-2.4	-6.2	11.3	2.5	-1.4
O=S(=O)(Nc1ccccn1)c1cccc(S(=O)(=O)c2ccc(Cl)cc2)c1	6.5	-4.4	2.8	2.5	1.9	-2.1	-6.6	-20.6	.	1.8
CCn1c2ccccc2c2nnc(SCC(=O)NCCOC)nc21	-1.2	29.5	0.2	-13.1	0.4	1.6	10.2	-1.9	3.6	-0.1
CCOc1cccc(-c2c(C(=O)N/N=C/c3ccncc3)nnn2-c2nonc2N)c1	-0.2	10.6	i	.	-2.9	2.0	0.4	5.5	14.5	8.3
CCN(C(=N)N=C(N)N)c1ccccc1	1.9	4.2	-0.1	-2.3	-0.4	4.5	3.9	1.6	.	9.8
CC1CCC(NC(=O)c2ccc(NS(=O)(=O)c3ccc4[nH]c(=O)[nH]c4c3)cc2)CC1 (centres undefined)	1.2	-8.1	-0.3	8.7	1.7	.	-29.2	.	-0.3	4.5
COc1ccccc1C(=O)NC(CCSC)C(=O)NCC(c1ccco1)N(C)C (centres undefined)	-2.6	-16.5	-6.2	-10.9	2.4	-3.2	0.5	11.3	-1.4	2.4
CCn1c(=O)cc(OCC(=O)Nc2ccc(C)cn2)c2ccccc21	-2.5	-10.9	i	-21.9	-0.5	8.1	-3.2	18.9	-1.9	0.0
Cc1ccc2nc(-c3ccc(SCC(=O)N4CCc5ccccc54)nc3)[nH]c2c1	7.7	14.0	-0.1	-7.1	-1.0	6.9	-103.5	1.3	.	-40.7
S=C(NCc1ccccc1)N1CCn2cccc2C1c1ccncc1 (centres undefined)	1.1	1.9	-1.0	-2.9	-0.4	-0.7	4.5	7.8	.	8.8
CCC(=O)N(CCc1ccccc1)Cc1cc2cc(OC)ccc2[nH]c1=O	8.2	10.8	i	0.4	-3.8	-1.2	11.7	32.4	.	-1.2
C=CCC[C@@H](Cc1ccc(F)cc1)C(=O)OC[C@@H](Cc1c[nH]c2ccccc12)NC(=O)[C@@H](CC=C)CC(=O)NCCO	-2.5	-2.7	i	3.3	.	.	-0.4	.	0.8	-4.9
O=C(CSc1nc2ccccc2[nH]1)NC1CCCC1	-1.8	-4.4	i	-8.2	1.2	1.6	4.0	22.3	-0.4	-5.8
CCN1CCN(c2nc3ccccc3nc2C(C#N)S(=O)(=O)c2ccc(C)cc2)CC1 (centres undefined)	-2.5	0.9	-0.3	-4.9	2.9	-5.9	-0.1	3.7	-1.9	0.3
COc1ccc(NC(=O)c2ccccc2SC)c(OC)c1	-1.4	-4.7	i	-12.4	-0.5	3.1	2.9	9.3	.	5.1
CC1(C(=O)NS(=O)(=O)c2cccc(Cl)c2)CCN1C(=O)C1(c2ccccc2)CC1 (centres undefined)	-2.6	1.8	0.4	.	.	.	.	.	-1.1	.

An excerpt of these results, in CSV form.
compound,FBA Mtb inh,GDH-TPI inh,BH1578 lux ind,SSB-PriA inh,Mtb UGM inh,SARS 3CLpro inh,Rv3671c protease,VHR inh abs,BioA inh,MazF activator
CCC(=O)N(CCc1ccccc1)Cc1cc2cc(OC)ccc2[nH]c1=O,8.2,10.8,i,0.4,-3.8,-1.2,11.7,32.4,.,-1.2
C=CCC[C@@H](Cc1ccc(F)cc1)C(=O)OC[C@@H](Cc1c[nH]c2ccccc12)NC(=O)[C@@H](CC=C)CC(=O)NCCO,-2.5,-2.7,i,3.3,.,.,-0.4,.,0.8,-4.9
O=C(CSc1nc2ccccc2[nH]1)NC1CCCC1,-1.8,-4.4,i,-8.2,1.2,1.6,4.0,22.3,-0.4,-5.8

A portion of the library; rates above refer to the full screens.
